Source: PubChem BioAssay
RECQ1 helicase: blocks DNA unwinding by human RECQ1; RECQ1 DNA unwinding, red fluorescence kinetic read; Potency, µM (doses to about 57.3 µM), inactives show at the top dose activity, negative = inhibition, usual class: inhibitors; 0.54% of 240,000 active;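 note: plate controls were vehicle for no effect and no enzyme for full effect; nearly all actives have a fitted effect of over 30% in size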
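50 nM RECQ1T1 preincubated 15 min with compound in Tris pH 8.0 buffer with MgCl2, DTT, Tween-20 and 2.5 ug/ml poly(dI-dC); started with 200 nM TAMRA/BHQ-2 forked duplex and 2 mM ATP. Unwinding read as fluorescence (525/598 nm), two reads 2 h apart.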
TRb-SRC2 inh: TRbeta-SRC2 interaction inhibition. P10828. TRbeta-SRC2 peptide binding, fluorescence polarization; receptor liganded with 1 µM T3. Potency, µM (top dose mostly 106 µM), inactives show top-dose activity change, negative = inhibition, hits mostly inhibitors. 0.065% of 280,000 active. AID 1469;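 note: plate controls were bound peptide for no effect and peptide without receptor for full effect; nearly all actives have a fitted effect of over 50% in size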
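Read-out is fluorescence polarization (555 nm excitation, 632 nm emission) of a Texas Red SRC2 coactivator peptide; loss of signal reflects blocked binding to human TRb ligand-binding domain in the presence of 1 uM T3.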
TR SRC2 fluor cs: alters Texas Red total fluorescence, flagging assay interference. TRb/SRC2 Texas Red total fluorescence interference. Potency, µM (doses to about 106 µM), without a hit: at the highest dose fluorescence change, negative = quenching. 0.29% of 280,000 active. AID 1479; active = well fitted curve in either direction with a large enough effect; inconclusive = small, poorly fitted or top-dose-only effect; note: % is set by controls: 0 for no effect and ±100 for the full control effect
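Human TRβ ligand-binding domain (0.6 uM) and Texas Red SRC2 peptide (20 nM) in Tris buffer with 1 uM T3 and 5% DMSO were incubated with pinned compound for 5 hr at ambient temperature. Total fluorescence was computed as S + 2P (555/632 nm).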
Tau FP inhib: blocks human tau fibril formation measured by polarization; P10636; K18 P301L tau heparin fibrillization, Alexa594 FP, 6 h; Potency, µM (titrated, usually from 57.7 µM), for the others: top-dose activity, negative = inhibition, usual class: inhibitors; 0.39% of 280,000 active; AID 1468; note: % is set by controls: 0 for no effect and ±100 for the full control effect; nearly all actives have a fitted effect of over 55% in size
Target sequence (P10636 561-689 P618L limits assumed): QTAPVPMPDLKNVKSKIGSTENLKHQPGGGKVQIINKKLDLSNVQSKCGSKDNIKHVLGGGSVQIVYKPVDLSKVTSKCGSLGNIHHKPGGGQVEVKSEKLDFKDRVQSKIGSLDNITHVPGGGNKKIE
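Recombinant K18 P301L […], labeled with Alexa 594 at 0.24 uM over 15 uM unlabeled; heparin inducer 20 uM final; 37 C, 6 hr; FP endpoint.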
Tau fibril ThT: inhibitors of human tau fibril formation, thioflavin T binding. AID 1460. 2.1% of 270,000 active. recombinant tau K18 P301L, heparin-induced fibrillization, ThT fluorescence. Potency, µM (top dose mostly 57.4 µM), for inactives: top-dose activity, negative = inhibition, hits mostly inhibitors. P10636; note: % is set by controls: 0 for no effect and ±100 for the full control effect; nearly all actives have a fitted effect of over 55% in size
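Using a mix of unlabeled (15 uM) and Alexa 594-labeled (0.24 uM) tau K18 P301L, heparin-triggered fibrillization over 6 hr at 37 C was scored by ThT fluorescence.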
L3MBTL1 block: blocks human L3MBTL1; Q9Y468; Potency, µM (doses to about 57.1 µM), for inactives: top-dose activity, negative = inhibition, usual class: inhibitors; 0.66% of 230,000 active; AlphaScreen L3MBTL1–H3K9me1 peptide binding; note: % is set by controls: 0 for no effect and ±100 for the full control effect; nearly all actives have a fitted effect of over 60% in size
Target sequence (Q9Y468 whole entry, looked up): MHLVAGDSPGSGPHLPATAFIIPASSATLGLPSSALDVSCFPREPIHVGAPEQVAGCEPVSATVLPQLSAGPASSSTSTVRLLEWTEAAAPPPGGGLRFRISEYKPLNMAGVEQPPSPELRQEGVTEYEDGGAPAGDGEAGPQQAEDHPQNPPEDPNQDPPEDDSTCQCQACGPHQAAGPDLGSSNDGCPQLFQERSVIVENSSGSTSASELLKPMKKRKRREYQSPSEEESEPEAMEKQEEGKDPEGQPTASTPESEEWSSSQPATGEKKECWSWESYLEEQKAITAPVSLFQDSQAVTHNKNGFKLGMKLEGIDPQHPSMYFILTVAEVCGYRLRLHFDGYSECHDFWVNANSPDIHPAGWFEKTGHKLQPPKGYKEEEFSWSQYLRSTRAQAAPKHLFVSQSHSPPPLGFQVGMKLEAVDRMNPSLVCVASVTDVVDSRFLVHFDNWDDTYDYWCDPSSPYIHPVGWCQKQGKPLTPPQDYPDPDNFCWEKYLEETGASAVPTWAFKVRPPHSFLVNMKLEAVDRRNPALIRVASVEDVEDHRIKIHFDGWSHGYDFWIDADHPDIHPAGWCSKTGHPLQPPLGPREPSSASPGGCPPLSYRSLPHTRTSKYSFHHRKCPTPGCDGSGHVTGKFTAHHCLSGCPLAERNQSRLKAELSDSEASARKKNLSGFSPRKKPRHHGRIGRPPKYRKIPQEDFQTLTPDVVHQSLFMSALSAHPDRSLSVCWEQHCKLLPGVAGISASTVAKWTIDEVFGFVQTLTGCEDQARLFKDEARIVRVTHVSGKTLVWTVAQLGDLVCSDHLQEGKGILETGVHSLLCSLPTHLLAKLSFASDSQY
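AlphaScreen proximity signal between nickel-chelate acceptor and streptavidin donor beads (final 10 ug/mL) reports binding of 50 nM L3MBTL1 to 75 nM biotin-H3 K9me1 peptide; complex incubated with compounds 30 min at room temperature; cefsulodin titration as control.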
Tau fluor counter: counter-screen for tau fibril formation inhibitors | tau K18 P301L Alexa594 fluorescence, heparin fibrillization | Potency, µM (doses to about 57.7 µM), for inactives: top-dose activity change, negative = decrease | 0.93% of 280,000 active | AID 1463; note: % is set by controls: 0 for no effect and ±100 for the full control effect; nearly all actives have a fitted effect of over 55% in size
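Human tau K18 P301L (15 uM unlabeled, 0.24 uM Alexa 594-labeled) in 100 mM sodium acetate pH 7 with 20 uM heparin, 6 hr at 37 C. ThT 30 uM added, 1 hr ambient; Alexa 594 FP and total fluorescence read at 555/632 nm.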
HTT ATP protect: Huntington cell model cytoprotection by ATP luminescence; 0.14% of 230,000 active; Potency, µM (doses to about 56.4 µM), for the others: cytoprotection (ATP increase), most hits filed as activators; AID 1471; PC12 HTT-Q103 induced, cytoprotection, ATP luminescence, 40 h;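 note: % of control where 0% means no effect; nearly all actives have a fitted effect of over 45% in size; toxic huntingtin expression switched on by the ecdysone agonist tebufenozide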
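Quantitative HTS on tebufenozide-induced (100 nM) PC12 cells expressing HTTQ103 exon 1–GFP; compounds tested as a concentration series; survival measured via cellular ATP.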
* = called active by the depositor; i = inactive; ? = inconclusive; . = not tested or not shown; [ ] = another dose, or the depositor's remark. Unless noted, calls come from the whole dose curve; as a rule, active = well fitted curve in the direction sought with a large enough effect; inconclusive = small, poorly fitted or top-dose-only effect, or another doubt; inactive = no such curve, though single readings can be large; an effect the other way counts as inactive or inconclusive. Potency is the fitted concentration of half-maximal effect.

SMILES | RECQ1 helicase | TRb-SRC2 inh | TR SRC2 fluor cs | Tau FP inhib | Tau fibril ThT | L3MBTL1 block | Tau fluor counter | HTT ATP protect
Cc1ccc(S(=O)(=O)N2CCN(C(=O)C3Cc4ccccc4CN3C(=O)c3ccco3)CC2)cc1 (configuration not stated) | -25% | ? | 2% | 0% | -4% | 3% | 1% | 11%
COc1ccc(-n2nnc(-c3nsc(NC(=O)c4cccs4)n3)c2C)cc1OC | . | 0% | -1% | -7% | ? | . | -15% | .
CCO[C@@H]1OC(C(=O)NCc2ccccc2)=C[C@H](C)[C@H]1CCCO | -8% | -2% | -1% | 3% | 3% | 5% | -1% | 2%[10 µM]
COc1ccc(N2CC(NC(=O)c3ccc(S(=O)(=O)N4CCCC4)cc3)CC2=O)cc1 (configuration not stated) | . | -1% | 1% | -4% | -2% | . | -4% | .
Cc1c(C(=O)OC(C)C)[nH]c2c1C(=O)CCC2 | -11% | -13% | -1% | 4% | 11% | 3% | 3% | -8%[0.074 µM]
CC(=O)c1ccc(N2CCN(c3ccc(S(=O)(=O)NCCCN(C)C)cc3[N+](=O)[O-])CC2)cc1 | -11% | -2% | -3% | 4% | 10µM* | -19% | -9% | -22%
CC(C)OP(=O)(OC(C)C)C(Nc1ccc(C(=O)O)cc1)c1ccccc1 (configuration not stated) | -3% | 6% | 2% | -3% | -9% | 10% | -11% | 15%[10 µM]
COc1ccc(OC)c(NC(=O)Cn2cc(C=O)c3ccccc32)c1 | i | 5% | 1% | -4% | 1% | -4% | 3% | 5%
CCN(CC)c1cc(NCCO)c([N+](=O)[O-])c2nonc12 | 5% | 0% | -2% | ? | ? | 6% | -11% | -7%[10 µM]
CCC(=O)N(CCC1(c2ccccc2OC)CCOC(C(C)C)C1)Cc1ccco1 (configuration not stated) | 4% | 1% | -2% | 3% | 0% | -9% | 6% | 21%[10 µM]
Cc1cccc(/C=N/NC(=O)Cc2cccs2)c1 | -2% | 2% | -5% | -4% | 1% | 7% | -6% | -27%[10 µM]
COc1cc2nc(NC(=O)c3ccc(S(=O)(=O)N4CCOCC4)cc3)sc2cc1OC | . | 2% | -4% | 2% | -12% | . | -14% | .
CCc1ccccc1S(=O)(=O)Cc1ccc(C(=O)NCCc2ccc(Cl)cc2)o1 | . | 0% | 1% | 9% | -16% | . | -18% | .
Cc1cccn2c(=O)cc(COc3cccc(NC(=O)Nc4cccc(Cl)c4)c3)nc12 | . | -6% | 0% | ? | -2% | . | -18% | .
Cc1cc2cc(CCNS(C)(=O)=O)c(=O)[nH]c2cc1C | i | -3% | 0% | 2% | ? | 5% | -1% | -33%
O=C(Cc1c(F)cccc1Cl)Nc1ccc(S(=O)(=O)NCC2CCCO2)cc1 (configuration not stated) | -19% | 5% | -1% | 0% | 0% | 18% | -1% | 30%[10 µM]
COc1ccc(C(=O)CSc2nnc(-c3ccco3)c(-c3ccco3)n2)cc1 | -26% | 1% | -25% | ? | 14µM* | ? | ? | .
O=c1c2nnn(Cc3ccccc3)c2ncn1C/C=C/c1ccccc1 | -8% | -3% | 0% | -5% | -10% | 4% | -12% | -1%
CCOc1ccc(N(C(=O)c2cnccn2)C(C(=O)NC2CCCCC2)c2ccc(O)cc2)cc1 (configuration not stated) | -9% | -1% | 1% | 1% | 2% | 10% | -4% | -3%[10 µM]
O=c1[nH]c(=O)c2nnc(N/N=C/c3ccccc3F)nc2[nH]1 | -7% | 2% | -7% | 1% | . | . | -1% | 12%[10 µM]
CCCn1nnc(NC(=O)COc2ccc(C3CCCCC3)cc2)n1 | i | -2% | -2% | -1% | ? | 4% | -13% | -11%[0.074 µM]
Clc1ccc(-c2nnc(CNC3CC3)o2)cc1 | 1% | 8% | 1% | -5% | -11% | 1% | -12% | -4%[10 µM]
CCOC(=O)C1(CCOC)CCN(C(=O)c2ccccc2-c2cccc(C)c2)CC1 | 6% | -7% | 0% | 0% | -2% | -8% | -7% | 3%[10 µM]
Cc1cc(NC(=O)/C=C/c2cccc(Cl)c2)n(-c2nc3ccccc3[nH]2)n1 | -4% | 10% | 0% | -1% | 8% | 9% | 10% | -15%[10 µM]
O=C(c1csc2c1CCCC2)N1CCCCC1 | -3% | -6% | -3% | -8% | -7% | . | -9% | 28%
Cc1ccc(C(=O)NCC(=O)OCC(=O)c2ccc3c(c2)OCCO3)cc1C | i | 1% | 3% | -7% | ? | . | -14% | 9%
CNC(=O)CC(=O)Nc1ccccc1C(=O)O | 18% | -1% | -4% | -5% | -7% | 3% | -11% | 24%
N#CC(C(=O)Nc1ccc(Cl)cc1)=C1Nc2ccccc2N1 | -3% | -3% | 0% | 11% | ? | 4% | ? | -3%
COCCn1nnnc1C(c1ccccc1)N1CCN(c2ccccc2)CC1 (configuration not stated) | -9% | 1% | 1% | -7% | -5% | 1% | -7% | 16%[1.9 µM]
CCOC(=O)C1=C(CN2CCN(c3ccccc3OC)CC2)NC(=O)NC1c1ccccc1 (configuration not stated) | . | 1% | -8% | 6% | -11% | . | -15% | .
N#CCC(=O)Nc1sc2c(c1C(N)=O)CCCC2 | -25% | 3% | -5% | 5% | ? | 40%[activator] | -5% | -7%[10 µM]
COc1ccc(C2CC(=O)N(Cc3cccc(F)c3)c3ccccc3S2)cc1 (configuration not stated) | . | -30%[53 µM] | -87%[53 µM] | 0% | ? | . | ? | .
Cc1cc(C)cc(-n2c(SCC(=O)Nc3ccc4c(c3)OCO4)nc3c([nH]c4ccccc43)c2=O)c1 | . | 6% | -20% | -9% | -6% | . | -24% | .
O=C(OCc1nc2ccccc2[nH]1)C12CC3CC(CC(C3)C1)C2 | 0% | -10% | -3% | -3% | -7% | 5% | -9% | 15%
COC(=O)CN1C(=O)CSc2ccc(S(=O)(=O)Nc3ccc(C(C)=O)cc3)cc21 | . | 4% | -3% | 6% | 3% | . | 7% | .
CCOc1ccc(C(=O)NC(=S)Nc2ccc(NC(=O)CC)cc2)cc1[N+](=O)[O-] | -14% | -3% | -6% | -6% | ? | 6% | -4% | 35%[0.074 µM]
CCn1c(SCC(=O)NC)nnc1C(C)C | 12% | 7% | -2% | -2% | -2% | -8%[11.4 µM] | -4% | -4%[10 µM]
Cc1nn(CC(=O)c2ccc(Cl)s2)c(C)c1[N+](=O)[O-] | -17% | 7% | 3% | 1% | -4% | -11% | 0% | -35%[inhibitor]
O=C(CSCc1ccccc1)N/N=C/c1ccc(OCC(=O)N2CCCCC2)cc1 | -2% | 15% | 1% | -2% | ? | -2% | -13% | 5%[10 µM]
CC1Cn2cc(C(=O)Nc3ccccc3C(F)(F)F)c(=O)c3c(Cl)ccc(c32)O1 (configuration not stated) | . | 1% | ? | -3% | 2% | -11% | 5% | .
CC(C)C(=O)c1cc2c(cc1NC(=O)Nc1cccc3ccccc13)OCCO2 | -5% | -21% | 1% | 3% | -18% | . | -24% | -14%
O=C(NCC1COc2ccccc2O1)C1CCCN(S(=O)(=O)c2cccc3cccnc23)C1 (configuration not stated) | 8% | -2% | 2% | 9% | 4% | -8% | 7% | 0%
O=C(NCc1cccs1)C12CC3CC(CC(C3)C1)C2 | i | 2% | -4% | 2% | -3% | . | -5% | -22%
O=C1C(=O)N(CNc2ccccn2)c2ccccc21 | i | 1% | 3% | 5% | -9% | 5% | 2% | -75%[inhibitor]
CC(C)(C)c1ccc(-c2cnco2)cc1 | -24% | -3% | -5% | -3% | -3% | 9% | -1% | -13%[10 µM]
Cc1[nH]n(-c2ccccc2)c(=O)c1N=Nc1cccc(S(=O)(=O)N2CCOCC2)c1 | -11% | -8% | 1% | 5% | ? | 0% | -25% | 6%[10 µM]
C=Cc1ccc(Cn2c(C(=O)O)c(CNC3CCCC3)c3ccc(C)cc32)cc1 | . | -3% | -1% | -1% | -7% | . | -6% | .

Of the compounds above, these contain an aryl methoxy group:
SMILES | RECQ1 helicase | TRb-SRC2 inh | TR SRC2 fluor cs | Tau FP inhib | Tau fibril ThT | L3MBTL1 block | Tau fluor counter | HTT ATP protect
COc1ccc(-n2nnc(-c3nsc(NC(=O)c4cccs4)n3)c2C)cc1OC | . | 0% | -1% | -7% | ? | . | -15% | .
COc1ccc(N2CC(NC(=O)c3ccc(S(=O)(=O)N4CCCC4)cc3)CC2=O)cc1 (configuration not stated) | . | -1% | 1% | -4% | -2% | . | -4% | .
COc1ccc(OC)c(NC(=O)Cn2cc(C=O)c3ccccc32)c1 | i | 5% | 1% | -4% | 1% | -4% | 3% | 5%
CCC(=O)N(CCC1(c2ccccc2OC)CCOC(C(C)C)C1)Cc1ccco1 (configuration not stated) | 4% | 1% | -2% | 3% | 0% | -9% | 6% | 21%[10 µM]
COc1cc2nc(NC(=O)c3ccc(S(=O)(=O)N4CCOCC4)cc3)sc2cc1OC | . | 2% | -4% | 2% | -12% | . | -14% | .
COc1ccc(C(=O)CSc2nnc(-c3ccco3)c(-c3ccco3)n2)cc1 | -26% | 1% | -25% | ? | 14µM* | ? | ? | .
CCOC(=O)C1=C(CN2CCN(c3ccccc3OC)CC2)NC(=O)NC1c1ccccc1 (configuration not stated) | . | 1% | -8% | 6% | -11% | . | -15% | .
COc1ccc(C2CC(=O)N(Cc3cccc(F)c3)c3ccccc3S2)cc1 (configuration not stated) | . | -30%[53 µM] | -87%[53 µM] | 0% | ? | . | ? | .

3 compounds out of the list, sorted by SMILES length, smallest number first.
SMILES | RECQ1 helicase | TRb-SRC2 inh | TR SRC2 fluor cs | Tau FP inhib | Tau fibril ThT | L3MBTL1 block | Tau fluor counter | HTT ATP protect
CNC(=O)CC(=O)Nc1ccccc1C(=O)O | 18% | -1% | -4% | -5% | -7% | 3% | -11% | 24%
O=C1C(=O)N(CNc2ccccn2)c2ccccc21 | i | 1% | 3% | 5% | -9% | 5% | 2% | -75%[inhibitor]
O=c1c2nnn(Cc3ccccc3)c2ncn1C/C=C/c1ccccc1 | -8% | -3% | 0% | -5% | -10% | 4% | -12% | -1%

Only part of the results is shown; rates above refer to the full screens.
